Screens from PubChem.
GLP-1R agonist: qHTS of GLP-1 Receptor Agonists; Glucagon-like peptide 1 receptor (Homo sapiens), P43220; HEK293 GLP-1R CRE-luciferase, luminescence, 4-6 h; cells express a hypersensitive GLP-1R form; Potency, µM (series often up to 45.6 µM), for inactives: top-dose activation, actives largely listed as activators; 380,000 compounds, 0.007% hits; also: potency is read from the fitted curve at half-maximal effect; % of control where 0% means no effect
TDP-43 yeast inh: qHTS of TDP-43 Inhibitors; TDP-43 expressing yeast growth rescue, BacTiter-Glo, 24 h; Potency, µM (titrated, usually from 46.1 µM), for the others: top-dose growth rescue (activation), most hits filed as activators; 410,000 compounds, 1.8% hits; AID 652104, 2013; also: potency is read from the fitted curve at half-maximal effect; % of control where 0% means no effect; nearly all actives have a fitted effect of over 50% in size
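Cell-based yeast growth screen: TDP-43 expression induced in galactose, inoculum OD600=0.02 after raffinose pregrowth to mid-log. Read-out BacTiter-Glo luminescence at 24 hr, 30 deg C; inhibition of toxicity seen as signal increase.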
HEK293 tox: qHTS of GLP-1 Receptor Inverse Agonists: Cytotox Screen. HEK293 cAMP-luciferase reporter cells, luminescence, 24 h. Potency, µM (highest dose often 38.3 µM), for inactives: at the highest dose activity change, negative = inhibition, actives largely listed as inhibitors. 410,000 compounds, 0.13% hits. AID 624418, 2012;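 also: loss of luciferase light is scored as toxicity; potency is read from the fitted curve at half-maximal effect; % is scaled to controls: 0 for no effect and ±100 for the full control effect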
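Seeding density was 200 cells/uL; after overnight-length (12 h) culture, 23 nL compounds went on for 24 h at 37 °C. Readout used a luciferase detection reagent, luminescence taken after 12 min at room temperature.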
D3 ag: qHTS of D3 Dopamine Receptor Agonist: qHTS | D(3) dopamine receptor (Homo sapiens), P35462 | D3R DiscoveRx beta-arrestin cells, luminescence, 90 min | max activation, % | 410,000 compounds, 0.58% hits; in the data active = max activation above about 30%; also: 0% is about no effect; mostly tested at two doses, the higher about 12 µM
Target sequence (P35462 whole entry, looked up): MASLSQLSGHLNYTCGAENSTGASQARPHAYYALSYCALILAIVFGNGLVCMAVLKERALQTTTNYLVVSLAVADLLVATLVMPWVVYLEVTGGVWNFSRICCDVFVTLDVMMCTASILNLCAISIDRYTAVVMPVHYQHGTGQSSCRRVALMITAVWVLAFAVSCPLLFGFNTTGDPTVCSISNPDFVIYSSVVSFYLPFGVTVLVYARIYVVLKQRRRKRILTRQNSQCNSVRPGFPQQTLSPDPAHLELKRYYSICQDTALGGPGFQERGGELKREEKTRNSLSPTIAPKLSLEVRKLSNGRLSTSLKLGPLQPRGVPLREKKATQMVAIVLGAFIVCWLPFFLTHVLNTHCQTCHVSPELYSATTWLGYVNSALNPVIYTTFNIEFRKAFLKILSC
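Cells at 1500/well, incubated overnight, then treated with pinned compounds (dopamine as control) for 90 min at 37 degrees C. DiscoveRx reagent added for 30 - 60 minutes at room temperature; luminescence read.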
GLP-1R inv ag: qHTS of GLP-1 Receptor Inverse Agonists (Inhibition Mode). Glucagon-like peptide 1 receptor (Homo sapiens), P43220. Potency, µM (top dose mostly 38.3 µM), inactives show top-dose activity change, negative = inhibition, most hits filed as inhibitors. 410,000 compounds, 1.6% hits. HEK293 GLP-1R CRE-luciferase, luminescence, 24 h; GLP-1R form is constitutively active; also: potency is read from the fitted curve at half-maximal effect; % is scaled to controls: 0 for no effect and ±100 for the full control effect; nearly all actives have a fitted effect of over 55% in size
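Using stably transfected HEK293 (constitutively active GLP-1R, cAMP-luciferase reporter), compounds were incubated 24 hr and luciferase measured by luminescence.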
aSyn rescue: qHTS of alpha-syn Inhibitors; Yeast expressing alpha-synuclein, growth rescue, BacTiter-Glo, 24 h; Potency, µM (series often up to 46.1 µM), for inactives: top-dose growth rescue (activation), actives largely listed as activators; 370,000 compounds, 0.14% hits; AID 652106, 2013; also: potency is read from the fitted curve at half-maximal effect; % of control where 0% means no effect; nearly all actives have a fitted effect of over 65% in size
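Screening used galactose-induced yeast with toxic alpha-synuclein levels, exposed to compound for 24 hr at 30 deg C. Cell growth, read with BacTiter-Glo luminescence, gave the measured signal.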
PTHR1 agonist: qHTS for PTHR1 Agonists: Primary Screen; AID 743266, 2014; Parathyroid hormone/parathyroid hormone-related peptide receptor (Homo sapiens), Q03431; Potency, µM (top dose mostly 115 µM), for the others: at the highest dose activation, usual class: activators; HEK293 GP2 PTHR1 cells, GloSensor cAMP luminescence, 1 h; 410,000 compounds, 0.075% hits; also: potency is read from the fitted curve at half-maximal effect; nearly all actives have a fitted effect of over 55% in size; some results filed as inactive show a strong effect at the top dose; inactives centre near -15; many of its hits are not listed in these tables
Target sequence (Q03431 whole entry, looked up): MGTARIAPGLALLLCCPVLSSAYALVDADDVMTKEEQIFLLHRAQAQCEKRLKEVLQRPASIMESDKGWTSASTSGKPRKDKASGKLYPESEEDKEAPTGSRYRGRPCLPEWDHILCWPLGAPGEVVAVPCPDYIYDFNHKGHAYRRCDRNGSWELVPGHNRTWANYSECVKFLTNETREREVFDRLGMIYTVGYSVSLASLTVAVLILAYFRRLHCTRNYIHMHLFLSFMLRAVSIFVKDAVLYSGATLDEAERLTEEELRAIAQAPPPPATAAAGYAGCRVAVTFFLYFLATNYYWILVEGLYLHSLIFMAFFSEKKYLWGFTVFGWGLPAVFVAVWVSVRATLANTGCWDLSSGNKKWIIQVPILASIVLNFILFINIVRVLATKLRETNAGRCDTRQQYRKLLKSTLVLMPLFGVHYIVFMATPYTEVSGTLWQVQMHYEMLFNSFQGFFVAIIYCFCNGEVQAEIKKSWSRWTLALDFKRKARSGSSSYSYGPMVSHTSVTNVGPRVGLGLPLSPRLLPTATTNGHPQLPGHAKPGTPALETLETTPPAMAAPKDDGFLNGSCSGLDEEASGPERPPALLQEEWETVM
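HEK-293-derived GP2 cells expressing PTHR1 and a GloSensor cAMP reporter, 3,000/well, plated overnight, given luciferin plus IBMX (each 0.5 mM as added) for 1 h at 37 °C, then compound for 1 h at 37 °C. Luminescence was read after 15 min at room temperature.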
D3 antag: qHTS of D3 Dopamine Receptor Antagonist: qHTS. D(3) dopamine receptor (Homo sapiens), P35462. D3R cells, DiscoveRx beta-arrestin luminescence, antagonist mode; active compounds read low. max response, negative = inhibition, %. 360,000 compounds, 2.5% hits. AID 652054, 2013; in the data active = max response below about -50%; inconclusive = no clear call, values can overlap the other calls; also: % is scaled to controls: 0 for no effect and ±100 for the full control effect; mostly tested at two doses, the higher about 12 µM
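Cells expressing the human receptor were seeded at 1500 cells/well, incubated overnight at 37 degrees C in 5% CO2, then exposed to library compounds with dopamine controls for 90 minutes at 37 degrees C before luminescent detection.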
KB-V1 cytotox: qHTS assay for MDR1-selective chemotherapeutics: Primary screen using the drug-selected MDR subline cells KB-V1 | 400,000 compounds, 3.4% hits | AID 1347076, 2019 | Potency, µM (highest dose often 46.1 µM), without a hit: at the highest dose activity change, negative = cytotoxicity, hits mostly cytotoxic | KB-V1 MDR cells viability, CellTiter-Glo, 72 h; also: potency is read from the fitted curve at half-maximal effect; % is scaled to controls: 0 for no effect and ±100 for the full control effect; nearly all actives have a fitted effect of over 60% in size
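Following 72 h at 37 degrees C with compound, KB-V1 cell viability was read by CellTiter-Glo luminescence, medium being phenol-red-free DMEM plus 10% FBS; concentration-response parameters came from normalized, curve-fitted qHTS data.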
* = called active by the depositor; i = inactive; ? = inconclusive; / = not tested or not shown; [ ] = dose if it differs, or a comment. Unless noted, calls follow the shape of the dose curve; as a rule, active = well fitted curve in the direction sought with a large enough effect; inconclusive = small, poorly fitted or top-dose-only effect, or another doubt; inactive = no such curve, though single readings can be large; an effect the other way counts as inactive or inconclusive.

SMILES | GLP-1R agonist | TDP-43 yeast inh | HEK293 tox | D3 ag | GLP-1R inv ag | aSyn rescue | PTHR1 agonist | D3 antag | KB-V1 cytotox
Cc1ccc(C(c2cc(Cl)c3cccnc3c2O)N2CCN(C)CC2)cc1 (stereo unspecified) | 9% | -70%[inhibitor] | 55%[activator] | -31 | ? | -38%[inhibitor] | i | -118* | -10%
O=C(NCc1ccc(F)cc1)C1CCN(S(=O)(=O)c2cccnc2)CC1 | -2% | -14% | -16% | -2 | 13% | -2% | i | -10 | 16%
O=C(CN1C(=O)c2ccccc2S1(=O)=O)NCc1ccc2c(c1)OCO2 | 18% | -11% | -7% | -4 | 6% | 1% | -18%[57.5 µM] | 31 | 24%
CC1CCCCC1NC(=O)Cn1cccc1C(=O)c1ccccc1 (stereo unspecified) | 5% | 4% | 12% | 0 | -22% | -2% | -14% | 12 | -15%
Cc1cc(C)c(NC(=O)CCn2nnc3ccccc32)c(C)c1 | 9% | -9% | -13% | 15 | -19% | 1% | i | 2 | ?
COc1cccc2c1C(=O)c1c(O)c3c(c(O)c1C2=O)CC(O)(C(C)=O)CC3OC1CC(N(C)C)C(O)C(C)O1 (stereo unspecified) | -12% | ? | -33% | -9 | ? | ? | i | -27 | 7.3µM*
O=C(NC(Cc1ccccc1)C(=O)O)/C(=C\c1ccc(Cl)cc1)NC(=O)c1ccco1 (stereo unspecified) | 15% | 12% | 4% | 13 | 9% | 3% | -16% | -3 | /
CC(Sc1nnc(Cc2ccc([N+](=O)[O-])cc2)o1)C(N)=O (stereo unspecified) | 2% | -7% | 21% | -5 | 6% | -5% | -2%[57.5 µM] | -20 | 21%
Cc1cccnc1NC1OC(=O)c2ccccc21 (stereo unspecified) | -10% | 12% | -4% | 1 | 1% | 0% | i | -11 | 4%
COc1ccc(CCN2CC(C(=O)N(C)Cc3ccccc3OC)CCC2=O)cc1 (stereo unspecified) | -3% | -6% | 2% | 5 | -17% | -2% | ? | -16 | -25%
O=C(NCCCN1CCOCC1)c1cccc(S(=O)(=O)N2CCOCC2)c1 | -1% | -10% | 1% | 2 | 14% | -4% | -22% | -20 | 6%
COc1ccc(C(=O)NCC2(c3ccc(OC)c(OC)c3)CCCC2)c(OC)c1 | 12% | 7% | -21% | -3 | ? | 12% | -28% | -15 | -1%
Cc1cccc2nc(=S)n(C(=O)c3ccco3)n12 | 19% | -8% | 3% | 2 | 0% | -9% | -22% | 1 | -10%
COc1ccc(OC(=O)N(C)C[C@@H]2OCc3cn(nn3)CCCC(=O)N([C@H](C)CO)C[C@H]2C)cc1 | 12% | 19% | 4% | 4 | 22% | -7% | -16% | 26 | 4%
O=C(CN1C(=O)/C(=C/c2ccco2)SC1=S)Nc1ccc(C(=O)O)c(O)c1 | -8% | 0% | ? | 1 | 1% | 1% | i | -6 | 0%
Cc1ccc(C)c(Cn2nnc3c(=O)[nH]c(C(=O)NCc4ccco4)nc32)c1 | -3% | -14% | 1% | 9 | -25% | 4% | -21% | 5 | ?
COc1ccc(-c2nc3nc(C)cc(N4CCN(c5cccc(C(F)(F)F)c5)CC4)n3n2)cc1 | / | 27% | -11% | 3 | 11% | / | i | / | 0%
CNS(=O)(=O)c1ccc(CNC[C@H]2O[C@@H](n3cc(C)c(=O)[nH]c3=O)C[C@@H]2O)cc1 | -5% | 0% | -12% | 6 | -4% | 3% | -9% | 12 | 34%
COc1cc(N(C)C)c(NC(C)=O)cc1C(=O)O | -12% | 3% | 1% | 2 | 1% | / | i | 15 | 4%
O=C1Nc2ccccc2C(=O)N2[C@H](c3ccccc3)[C@@H]3C(=O)N(Cc4ccccc4)C(=O)[C@@H]3[C@H]12 | -4% | -1% | -13% | -14 | -15% | -5% | -14% | 0 | -10%
CSc1ccc(CN2CCC(C)(Oc3cccc(F)c3)C2)cc1 (stereo unspecified) | 15% | -8% | 12% | -22 | -23% | 9% | -6% | -92* | 3%
O=c1c(N2CCOCC2)nsn1Cc1ccccc1 | -9% | 5% | -7% | -4 | 15% | 9% | i | -6 | ?
COc1ccc(C(=O)N/C(=C\c2ccco2)C(=O)NCCN2CCOCC2)cc1 | 1% | 0% | -3% | -9 | 10% | 1% | -14% | -6 | 9%
COc1cccc(C(=O)CSc2nc3ccccc3n2CC(=O)N2CCOCC2)c1 | 0% | -15% | -14% | -7 | -1% | 3% | -12% | 30 | 21µM*
Cc1ccc(-n2nnnc2SCC(=O)NCCC2=CCCCC2)c(C)c1 | 4% | ? | 4% | -4 | 0% | 23% | -34%[inhibitor][57.5 µM] | -22 | 21µM*

(listing goes on)
SMILES | GLP-1R agonist | TDP-43 yeast inh | HEK293 tox | D3 ag | GLP-1R inv ag | aSyn rescue | PTHR1 agonist | D3 antag | KB-V1 cytotox
NC(=O)Cc1ccc(Nc2nnc(-c3ccc(O)cc3)c3ccccc23)cc1 | -6% | 2% | 11% | 0 | 18% | 4% | -10% | 13 | 0%
Cc1ccc(-c2nc(SCC(=O)NCC3CCCO3)c(-c3ccccc3)[nH]2)cc1 (stereo unspecified) | 6% | 6% | -14% | -13 | ? | -2% | i | -30 | ?
Cc1ccccc1N1CCN(S(=O)(=O)c2ccc3oc(=O)ccc3c2)CC1 | -40%[inhibitor] | 7% | -3% | 2 | 19% | -8% | -20% | -5 | 0%
COc1ccc(NC(=O)CN(C)C(=O)/C=C/c2ccc(OCc3ccccc3)cc2)cc1 | 9% | 4% | ? | -2 | -13% | -2% | -8% | 6 | ?
Cc1cc(C(=O)OCC(=O)Nc2cccc(S(=O)(=O)N(C)C)c2)c(C)o1 | 3% | 10% | 2% | 0 | -26% | 1% | -36%[inhibitor] | 6 | ?
C=CCC(C(=O)OC)(C(=O)OC)c1ccc([N+](=O)[O-])cn1 | 0% | 24% | -2% | 3 | 1% | -5% | i | -5 | -20%
COc1ccccc1NC(=O)CN1C(=O)NC(C)(C)C1=O | -17% | -4% | 1% | 4 | -6% | 0% | -10%[57.5 µM] | 3 | 2%
COC(=O)c1c(NC(=O)c2ccc(OC(C)C)cc2)sc2c1CC(C)(C)NC2(C)C | -4% | ? | 15% | -5 | -16% | -1% | -20% | -20 | 26%
CC(C)CCC(C(=O)O)C(C)CC(=O)Nc1ccn(-c2ccccc2)n1 (stereo unspecified) | -1% | 11% | -27% | 4 | -4% | 2% | -18% | 2 | 15%
O=C(/C=C/c1ccc2c(c1)OCO2)NCCSCc1cccc(Cl)c1 | 3% | ? | 15% | -37 | ? | 7% | -26% | ? | -28%
O=C(CCN1CCCCC1)Nc1cccc(Cl)c1 | -8% | 14% | 2% | -10 | -13% | -12% | i | ? | 0%
Cc1cc(NC(=O)C2CC2)n(-c2nc3ccccc3s2)n1 | 19% | 2% | -7% | -2 | 28% | 0% | -27% | 8 | -4%
COc1cccc(C(=O)NNC(=O)C(=O)Nc2cccc3ccccc23)c1 | 2% | ? | -14% | -4 | 10% | 6% | i | 9 | -21%
Cc1nc(NC(=O)c2ccccc2)sc1-c1csc(Nc2ccc(C(=O)O)cc2)n1 | 4% | -10% | -3% | -2 | 40%[activator] | 0% | -13% | 21 | 0%
Cc1cc(C)cc(C(O)c2ncc(-c3ccccc3F)[nH]2)c1 (stereo unspecified) | 9% | 18% | 1% | -2 | ? | -1% | -12% | 1 | -3%
COc1cc(C2NC(=O)NC(C)=C2C(=O)OC2CCCCC2)cc(Cl)c1O (stereo unspecified) | -2% | -15% | -16% | 2 | 15% | -1% | i | -3 | -1%
CC(=O)N1CCN(Cc2nc3cc(NC(=O)c4ccccc4)ccc3n2C)CC1 | -13% | 10% | -7% | 5 | 28% | 5% | i | 27 | 0%

Structural class, the entries above with a furan ring, fused or not
SMILES | GLP-1R agonist | TDP-43 yeast inh | HEK293 tox | D3 ag | GLP-1R inv ag | aSyn rescue | PTHR1 agonist | D3 antag | KB-V1 cytotox
O=C(NC(Cc1ccccc1)C(=O)O)/C(=C\c1ccc(Cl)cc1)NC(=O)c1ccco1 (stereo unspecified) | 15% | 12% | 4% | 13 | 9% | 3% | -16% | -3 | /
Cc1cccc2nc(=S)n(C(=O)c3ccco3)n12 | 19% | -8% | 3% | 2 | 0% | -9% | -22% | 1 | -10%
O=C(CN1C(=O)/C(=C/c2ccco2)SC1=S)Nc1ccc(C(=O)O)c(O)c1 | -8% | 0% | ? | 1 | 1% | 1% | i | -6 | 0%
Cc1ccc(C)c(Cn2nnc3c(=O)[nH]c(C(=O)NCc4ccco4)nc32)c1 | -3% | -14% | 1% | 9 | -25% | 4% | -21% | 5 | ?
COc1ccc(C(=O)N/C(=C\c2ccco2)C(=O)NCCN2CCOCC2)cc1 | 1% | 0% | -3% | -9 | 10% | 1% | -14% | -6 | 9%
Cc1cc(C(=O)OCC(=O)Nc2cccc(S(=O)(=O)N(C)C)c2)c(C)o1 | 3% | 10% | 2% | 0 | -26% | 1% | -36%[inhibitor] | 6 | ?

An excerpt, so the mix of outcomes need not match the whole.
